Bim-Bcl-XL – disrupts Bim peptide binding to human Bcl-XL. Q07817. bead flow cytometry, fluorescence. AID 1007. hit rate 0.04% among 190,000. inhibition, % at 10 µM
ABCB1 inh – blocks JC-1 efflux by human ABCB1 transporter. P08183. CCRF-Adr cells, flow cytometry. inhibition, % at 6.6 µM. hit rate 0.067% among 190,000; in the data active = inhibition above about 40%;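 note: 0% = vehicle and 100% = reference inhibitor; higher value means more JC-1 retained so stronger ABCB1 efflux block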
Target sequence (P08183 whole entry, looked up): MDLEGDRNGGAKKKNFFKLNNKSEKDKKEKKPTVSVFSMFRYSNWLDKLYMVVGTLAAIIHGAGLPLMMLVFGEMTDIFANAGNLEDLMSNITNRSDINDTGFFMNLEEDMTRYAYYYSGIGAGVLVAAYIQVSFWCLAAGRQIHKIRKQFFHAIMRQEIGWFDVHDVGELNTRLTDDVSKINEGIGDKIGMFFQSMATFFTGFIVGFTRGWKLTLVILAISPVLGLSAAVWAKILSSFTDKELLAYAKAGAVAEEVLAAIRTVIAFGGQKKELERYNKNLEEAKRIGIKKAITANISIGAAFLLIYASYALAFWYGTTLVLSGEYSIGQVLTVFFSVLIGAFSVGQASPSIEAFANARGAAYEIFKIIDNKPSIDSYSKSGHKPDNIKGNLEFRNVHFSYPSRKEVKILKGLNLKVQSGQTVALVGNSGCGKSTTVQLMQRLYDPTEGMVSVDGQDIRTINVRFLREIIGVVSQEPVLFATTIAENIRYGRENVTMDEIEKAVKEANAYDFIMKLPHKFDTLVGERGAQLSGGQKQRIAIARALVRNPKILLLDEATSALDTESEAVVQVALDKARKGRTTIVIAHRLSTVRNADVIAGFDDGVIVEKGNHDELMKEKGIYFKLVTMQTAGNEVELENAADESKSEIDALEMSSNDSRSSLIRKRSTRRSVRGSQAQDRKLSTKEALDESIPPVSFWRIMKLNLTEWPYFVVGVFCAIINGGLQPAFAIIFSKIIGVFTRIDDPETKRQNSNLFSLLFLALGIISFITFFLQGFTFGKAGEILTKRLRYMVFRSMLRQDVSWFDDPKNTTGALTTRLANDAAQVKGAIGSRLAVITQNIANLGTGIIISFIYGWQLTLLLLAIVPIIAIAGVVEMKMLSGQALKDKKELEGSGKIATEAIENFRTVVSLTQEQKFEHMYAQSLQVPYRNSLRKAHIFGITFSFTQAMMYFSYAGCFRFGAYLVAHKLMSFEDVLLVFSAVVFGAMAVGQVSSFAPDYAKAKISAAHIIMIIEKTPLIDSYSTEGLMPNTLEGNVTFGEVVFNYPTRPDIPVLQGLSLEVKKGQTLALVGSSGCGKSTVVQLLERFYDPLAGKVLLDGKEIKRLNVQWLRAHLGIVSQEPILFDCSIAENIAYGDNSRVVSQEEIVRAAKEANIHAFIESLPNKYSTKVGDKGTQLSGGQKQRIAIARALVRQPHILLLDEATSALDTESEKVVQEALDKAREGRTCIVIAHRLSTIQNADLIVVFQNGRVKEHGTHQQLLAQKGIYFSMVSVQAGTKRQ
RGS7-Gao reg – human RGS7-Galphao interaction regulation | P09471 | Multiplexed bead flow cytometry, RGS7-Galphao binding; actives lie on both sides | binding response (% of control), % at 10 µM | hit rate 0.35% among 220,000; in the data active = binding response below about 49% or above about 150%; inconclusive = no clear call, values can overlap the other calls; inactive = in between;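 note: fluorescent Galphao held in activated GDP-AlF4 state binding bead-coupled RGS7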
Bim-Bcl-B – disrupts Bim peptide binding to human Bcl-B. inhibition, % at 10 µM. hit rate 0.073% among 190,000. Q9HD36. bead-based flow cytometry;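 note: 0% = tracer peptide without compound and 100% = reference inhibitor peptide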
RGS4-Gao reg – human RGS4-Galphao interaction regulation; binding response (% of control), % at 10 µM; AID 1415; P09471; Multiplexed bead flow cytometry, RGS4-Galphao binding; actives lie on both sides; hit rate 0.33% among 220,000; in the data active = binding response below about 49% or above about 150%; inactive = in between;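 note: fluorescent Galphao activated with aluminum fluoride binding bead-coupled RGS4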
Bim-Bfl-1 – inhibitors of Bim-Bfl-1 interaction, human | Bead-based flow cytometry, Bim-Bfl-1 binding inhibition | inhibition, % at 10 µM | hit rate 0.12% among 190,000;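 note: 0% = wells without compound plus tracer and 100% = blocker peptide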
Avidin fluor – avidin bead compound fluorescence profile | Avidin beads, compound fluorescence 488/530 nm, flow cytometry; active compounds read high | fluorescence (KMESF) at 10 µM | hit rate 0.38% among 220,000; in the data active = fluorescence above about 47; note: inactives centre near 10
Bim-Bcl-W – human Bim-Bcl-W interaction inhibition; inhibition, % at 10 µM; AID 952; Q92843; bead-based flow cytometry, Bim peptide-Bcl-W binding; hit rate 0.02% among 190,000;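 note: 0% = bound tracer without compound and 100% = peptide blocker; higher means less fluorescent Bim peptide bound to Bcl-W beads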
Bim-Bcl-2 – human Bim-Bcl-2 interaction inhibition. P10415. Bead-based flow cytometry, Bim peptide-Bcl-2 binding. inhibition, % at 10 µM. hit rate 0.06% among 190,000. AID 950; in the data active = inhibition above about 40%; inconclusive = no clear call, values can overlap the other calls;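 note: 0% = no compound wells with probe peptide and 100% = reference peptide inhibitor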
ABCG2 inh – inhibitors of human ABCG2 transporter, ABCB1 counter-screen | IgMXP3 cells, JC-1 efflux, flow cytometry | inhibition, % at 6.6 µM | hit rate 0.1% among 190,000 | AID 1325;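 active = inhibition above 80%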;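 note: 0% = DMSO and 100% = nicardipine control wells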
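Test system: IgMXP3 (ABCG2) plus far-red-tagged CCRF-Adr (ABCB1) cells / Amount: 3 million cells/mL in well / Reagent: JC-1 transporter substrate / Timing: 10 min compound exposure, 25 °C / Signal: flow cytometry, 530 nm JC-1 signal / Read-out: percent efflux inhibition, scaled nicardipine 100% to DMSO 0% / Benchmarks: nicardipine as high control, DMSO as low control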
GSH fluor – compound fluoresces at 488/530 nm on GSH beads; GSH beads flow cytometry, compound fluorescence 488/530 nm; active compounds read high; hit rate 0.25% among 190,000; fluorescence (KMESF) at 10 µM; AID 1776; in the data active = fluorescence above about 89;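 note: glutathione beads carrying GST-tagged Bcl family fusion proteins plus one bare bead set; values are compound well signal with DMSO vehicle wells as background; inactives centre near 16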
* marks the source's active call; other numbers are inactive results; ? = inconclusive. Cut-off read from the data, not from the text of the source, unless noted: active = inhibition above about 40%.

Each structure is followed by: Bim-Bcl-XL | ABCB1 inh | RGS7-Gao reg | Bim-Bcl-B | RGS4-Gao reg | Bim-Bfl-1 | Avidin fluor | Bim-Bcl-W | Bim-Bcl-2 | ABCG2 inh | GSH fluor
CCOc1ccc(NC(=O)Cn2nnc(C(=O)NCc3ccco3)c2N)cc1
    -7.0 | 0.3 | 100.1 | -7.0 | 100.0 | -19.0 | 14 | 0.0 | -16.0 | 5.7 | 27
COc1ccc(-c2ccnc3cc(C(=O)O)nn23)cc1
    -4.0 | -0.2 | 101.2 | 0.0 | 96.6 | -5.0 | 11 | 0.0 | 0.0 | -0.4 | 22
COc1cccc(OCC(=O)NNC(=O)C(=O)N2CCCC2)c1
    1.0 | 0.5 | 101.9 | -16.0 | 98.7 | 16.0 | 2 | 0.0 | 3.0 | 1.1 | 11
CC(C)C12CN3CC(C(C)C)(CN(C1)C3(C)C)C2=O
    -3.0 | -0.8 | 94.7 | -6.0 | 96.6 | -4.0 | 8 | -1.0 | -1.0 | 0.6 | 8
CS(=O)(=O)N1CCN(c2ccccc2NC(=S)NC(=O)c2cccs2)CC1
    -2.0 | 0.8 | 97.5 | -6.0 | 96.8 | 2.0 | 11 | -2.0 | 0.0 | 7.4 | 25
Cc1ccc(Cl)cc1NC(=O)c1ccc(Cn2cc(Cl)cn2)cc1
    -7.0 | 0.1 | 99.8 | -7.0 | 98.3 | -5.0 | 11 | -4.0 | -4.0 | 0.9 | 23
C(=N\Nc1nc2ccccc2[nH]1)/c1ccccn1
    0.0 | 0.4 | 102.8 | 0.0 | 103.5 | 0.0 | 13 | 1.0 | -3.0 | 4.9 | 65
CCOC(=O)c1cnn(-c2ccccc2)c1-n1cccc1C(=O)C(=O)Nc1ccccc1
    -7.0 | 1.2 | 99.5 | -8.0 | 101.4 | -16.0 | 12 | 0.0 | -5.0 | 7.1 | 36
CN(C)S(=O)(=O)c1ccc(C(=O)Nc2ccccc2F)cc1
    -5.0 | 0.6 | 98.3 | -7.0 | 105.0 | -10.0 | 10 | -2.0 | -8.0 | 5.6 | 12
COc1ccc(NC(=O)C(NC(=O)CC2NC(=O)NC2=O)c2ccccc2)cc1 (stereo unspecified)
    1.0 | -0.1 | 103.0 | 0.0 | 96.4 | -5.0 | 6 | -2.0 | 6.0 | -1.2 | 8
CCc1ccc(OCC(O)CN2CCC(CN3C(=O)c4cccc5cccc(c45)C3=O)CC2)cc1 (stereo unspecified)
    -3.0 | 3.9 | 102.3 | 0.0 | 106.2 | 1.0 | 15 | 1.0 | -4.0 | -0.6 | 14
O=C(C1=C[C@@H](c2csc3ccccc23)C[C@@H](OCc2ccc(CO)cc2)O1)N1CCN(Cc2ccc3c(c2)OCO3)CC1
    1.0 | 3.3 | 86.2 | -4.0 | 87.9 | -4.0 | 5 | 0.0 | -5.0 | 3.7 | 19
Nc1cc(S(=O)(=O)Nc2ccccc2Cl)ccc1N1CCOCC1
    0.0 | 0.8 | 94.4 | 1.0 | 99.1 | 0.0 | 9 | -2.0 | -1.0 | 1.8 | 66
COc1ccccc1C=NC(CO)C(O)c1ccc([N+](=O)[O-])cc1 (stereo unspecified)
    -2.0 | 0.1 | 100.3 | 0.0 | 100.7 | -1.0 | 34 | 0.0 | 0.0 | 0.3 | 15
CC1(C)Cc2c(sc3nc(SCC(=O)O)[nH]c(=O)c23)CO1
    0.0 | 1.0 | 97.7 | -3.0 | 99.6 | -10.0 | 25 | 0.0 | -5.0 | 10.0 | 31
Cc1ccc(NC(=O)c2ccc([N+](=O)[O-])o2)cc1S(=O)(=O)N1CCOCC1
    1.0 | 0.0 | 113.4 | -4.0 | 111.9 | -7.0 | 24 | -2.0 | -2.0 | 2.5 | 9
c1cnc(NC2C3CC4CC(C3)CC2C4)nc1 (stereo unspecified)
    5.0 | 0.0 | 100.6 | 1.0 | 99.6 | 0.0 | 4 | 2.0 | 0.0 | 0.4 | 9
COc1ccccc1Nc1ncc(C(C)=O)c(C)n1
    0.0 | 0.3 | 105.6 | -1.0 | 106.4 | 0.0 | 37 | 0.0 | -3.0 | 3.8 | 10
O=c1c2ccccc2c(C=Nc2cccc(O)c2)c(O)n1-c1ccc2c(c1)OCO2
    -2.0 | 0.3 | 92.6 | -3.0 | 85.4 | 0.0 | 57* | 0.0 | -2.0 | 0.4 | 12
Cc1c(NC2=NC(C)(C)Cc3ccccc32)c(=O)n(-c2ccccc2)n1C
    0.0 | 0.1 | 101.6 | -1.0 | 103.7 | 3.0 | 5 | 1.0 | 3.0 | 0.0 | 28
COc1ccccc1OCCn1cc(/C=C(\C#N)C(=O)NCc2cccs2)c2ccccc21
    -5.0 | 0.4 | 104.0 | -3.0 | 100.9 | -2.0 | 13 | -5.0 | -4.0 | 3.6 | 10
CC(=O)c1sc(Nc2nc(C)cc(C)n2)nc1C
    0.0 | 0.5 | 102.9 | 0.0 | 98.3 | 14.0 | 14 | 11.0 | 6.0 | 15.9 | 8
Cc1ccc(-n2nnc(-c3cnc4ccccc4c3)n2)cc1
    -4.0 | 0.9 | 99.3 | -9.0 | 99.6 | 0.0 | 6 | -6.0 | -3.0 | 2.6 | 21
COc1ccc(/C=C/C(=O)NCCOc2ccccc2OC)cc1
    -6.0 | 0.6 | 99.1 | -2.0 | 101.4 | -1.0 | 6 | 0.0 | -4.0 | 3.2 | 10
C(=N\Nc1ccc2ccccc2n1)/c1ccc2c(c1)OCO2
    -5.0 | 0.0 | 100.8 | 2.0 | 106.5 | 7.0 | 9 | -3.0 | 1.0 | 0.7 | 22
Cc1ccc(-c2noc(C3CCCCC3)n2)cc1
    0.0 | -6.7 | 94.9 | 0.0 | 95.4 | -3.0 | 12 | -1.0 | 0.0 | -4.1 | 30
O=C(Nc1ccccc1)OCN1C(=O)c2ccccc2C1=O
    0.0 | 0.0 | 99.0 | -3.0 | 98.7 | -10.0 | 9 | 2.0 | -3.0 | -0.2 | 9
COc1cc(Br)cc2cc(C(=O)N3CCCCC3C)c(=O)oc12 (stereo unspecified)
    -3.0 | 1.0 | 104.8 | -7.0 | 101.2 | -8.0 | 17 | 0.0 | -7.0 | 2.5 | 33
O=C(COC(=O)c1cc(-c2cccs2)nn1-c1ccccc1)Nc1cccc([N+](=O)[O-])c1
    -4.0 | 1.0 | 99.7 | -10.0 | 100.2 | -13.0 | 12 | -2.0 | -6.0 | 12.4 | 10
CCOC(=O)c1csc(NC(=O)c2cc(OC)c(OC)c(OC)c2)n1
    -3.0 | 2.2 | 95.1 | -3.0 | 96.5 | -11.0 | 11 | 0.0 | -9.0 | 37.5 | 21
FC(F)(F)c1nnc(-c2ccccc2)nc1N1CCCC1
    -1.0 | 1.0 | 112.7 | 0.0 | 103.9 | -4.0 | 23 | 0.0 | -1.0 | 4.4 | 16
COc1ccc(-c2nnc(SC(C)C(=O)Nc3ccc4c(c3)OCCO4)o2)cc1 (stereo unspecified)
    -5.0 | -0.1 | 102.8 | -1.0 | 103.2 | 0.0 | 35 | 0.0 | 1.0 | 1.3 | 16
COc1cc(NC(=O)CCCl)cc(-n2cnnn2)c1
    -3.0 | 1.8 | ? | 1.0 | 102.0 | 3.0 | 12 | 1.0 | 0.0 | 32.8 | 20
O=C1CC(c2ccccc2)CN1C(=O)c1cncc(Br)c1 (stereo unspecified)
    0.0 | 1.0 | 101.6 | 0.0 | 101.5 | -3.0 | 11 | 0.0 | 1.0 | 1.9 | 25
CCOc1ncccc1C(=O)OCC(=O)N1CCN(S(=O)(=O)c2ccc(Cl)cc2)CC1
    -11.0 | 0.9 | 97.9 | -9.0 | 99.3 | -9.0 | 15 | -1.0 | -10.0 | 3.9 | 35
C=CCN(c1ccccc1)S(=O)(=O)c1ccc(Cl)c(C(=O)OCC(=O)NCCCN2CCCC2=O)c1
    -1.0 | 16.0 | ? | -1.0 | 95.2 | -3.0 | 8 | 2.0 | -4.0 | 0.0 | 14
Cc1ccc(Oc2ncnc3sccc23)cc1
    -10.0 | 0.1 | 99.2 | -11.0 | 100.8 | -6.0 | 5 | -7.0 | -9.0 | 3.0 | 7
C/C(=N\N=c1/scc(C)n1Cc1ccco1)c1cccc([N+](=O)[O-])c1
    -6.0 | 0.2 | 95.6 | -8.0 | 98.5 | -2.0 | 20 | -2.0 | -6.0 | 53.2 | 14
CCCn1c(CNc2ccc(Br)cc2)nc2ccccc21
    -5.0 | 0.8 | 96.1 | -5.0 | 98.3 | -11.0 | 6 | 0.0 | -7.0 | 3.1 | 25
CC(C)c1cc(NC(=O)CCl)on1
    -1.0 | 0.7 | 102.4 | -8.0 | 102.5 | -10.0 | 23 | -6.0 | -5.0 | 2.3 | 12
COc1ccc(-n2nnnc2SCC#CCO)cc1
    -4.0 | 0.8 | 100.8 | -7.0 | 99.2 | -9.0 | 7 | 0.0 | -6.0 | 4.0 | 17
Cc1cc(C)c[n+](CC(=O)c2cc3ccccc3oc2=O)c1
    2.0 | 0.5 | 94.0 | -2.0 | 92.2 | -1.0 | 3 | -2.0 | 1.0 | 1.2 | 7
COc1ccc(Cc2nnc(SCC(=O)N3CCc4ccccc4C3)o2)cc1
    -2.0 | 0.7 | 97.9 | -4.0 | 99.1 | -3.0 | 6 | -4.0 | 1.0 | 1.9 | 68
COc1cc2c(cc1OC)-c1cc(OCc3cccnc3)nc(=O)n1CC2
    8.0 | 0.5 | 94.1 | 15.0 | 94.0 | 2.0 | 16 | 3.0 | 4.0 | 2.3 | 19
COc1ccc(NC(=S)Nc2ncccc2C)cc1OC
    -1.0 | 0.7 | 100.9 | -3.0 | 98.4 | 7.0 | 8 | 2.0 | 0.0 | 7.5 | 25
CCC(CC)C(=O)c1c[nH]c(C(=O)O)c1
    3.0 | 0.8 | 103.8 | -1.0 | 99.1 | -2.0 | 14 | 4.0 | 2.0 | 7.0 | 26
Cc1ccc2cc(C#N)c(NCc3ccccc3)nc2c1
    1.0 | 0.0 | 97.4 | 0.0 | 102.5 | 1.0 | 12 | 2.0 | -1.0 | 0.3 | 7
O=C(O)C1CCCCC1C(=O)Nc1ccc(F)cc1F (stereo unspecified)
    2.0 | 0.9 | 99.4 | -7.0 | 100.8 | -10.0 | 35 | -2.0 | -3.0 | 3.0 | 23
CC1(C)COC(c2cccn2Cc2ccccc2Cl)=N1
    -9.0 | -1.1 | 101.5 | -8.0 | 101.0 | -18.0 | 13 | 0.0 | -8.0 | 3.6 | 34
CCOC(=O)C(=CNc1cc(C)nn1-c1ccc(C)cc1)C(=O)OCC
    -6.0 | 1.1 | 101.9 | -8.0 | 98.7 | -10.0 | 11 | -1.0 | -7.0 | 6.2 | 12

Whole records, looked up by structure.
Entry for COc1cc2c(cc1OC)-c1cc(OCc3cccnc3)nc(=O)n1CC2 : Bim-Bcl-XL = 8.0; ABCB1 inh = 0.5; RGS7-Gao reg = 94.1; Bim-Bcl-B = 15.0; RGS4-Gao reg = 94.0; Bim-Bfl-1 = 2.0; Avidin fluor = 16; Bim-Bcl-W = 3.0; Bim-Bcl-2 = 4.0; ABCG2 inh = 2.3; GSH fluor = 19
Entry for CCCn1c(CNc2ccc(Br)cc2)nc2ccccc21 : Bim-Bcl-XL = -5.0; ABCB1 inh = 0.8; RGS7-Gao reg = 96.1; Bim-Bcl-B = -5.0; RGS4-Gao reg = 98.3; Bim-Bfl-1 = -11.0; Avidin fluor = 6; Bim-Bcl-W = 0.0; Bim-Bcl-2 = -7.0; ABCG2 inh = 3.1; GSH fluor = 25
